Screening results deposited in PubChem BioAssay by The Scripps Research Institute Molecular Screening Center.
V1R ag counter = counter-screen for oxytocin receptor agonists: human V1a receptor agonists. P37288. CHO-V1R cells, Fluo-8 calcium fluorescence, agonist mode; 0% DMSO, 100% 3 nM vasopressin. activation, % at 3 µM. 320,000 tested, 0.25% active. AID 2797;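 active = activation above the mean activation of all tested compounds plus 3 SD, per screening run, cut at about 20% in these data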;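 also: signal is peak over basal fluorescence ratio across a 100 second FLIPR read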
CHO parental Ca = counter-screen: ATP calcium response change in parental CHO cells. inhibition, % at 5.6 µM. parental CHO-K1, ATP-induced calcium, Fluo-8 fluorescence. 330,000 tested, 0.63% active. AID 463079;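 active = inhibition above that plate's mean sample inhibition plus 3 SD, cut at about 26% in these data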;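 also: 0% = ATP-challenged DMSO wells and 100% = DMSO wells without ATP; some compounds past the cut are filed as inactive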
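Assay system: parental CHO cells; Read-out basis: percent inhibition of ATP-evoked calcium rise, normalized to controls; Benchmarks: ATP and no-ATP DMSO wells; Compound dosing: single nominal dose of 5.6 µM per compound; Signal: Fluo-8 calcium dye fluorescence; Also added: ATP as calcium-mobilizing challenge; Repeats: singlicate.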
CHO-K1 Ca PAM = nonselective activator or artifact in parental CHO-K1 calcium assay; ATP EC20, Fluo-8 calcium fluorescence; 0% at ATP EC20, 100% at ATP max; activation, % at 3 µM; 360,000 tested, 0.02% active; AID 602247;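 active = activation above the run cutoff, the mean activation of all test compounds plus 3 SD, cut at about 40% in these data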;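 also: peak over basal fluorescence ratio in a 140 s read after ATP addition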
TAAR1 antag = antagonists of human TAAR1; Q96RJ0; CHO RD-HGA16 TAAR1, Fluo-8 calcium fluorescence, antagonist; inhibition, % at 3 µM; 360,000 tested, 1.5% active; AID 624466;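 active = inhibition above a per-plate cutoff, the mean inhibition of test compounds on that plate plus 3 SD, cut at about 49% in these data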;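 also: 0% = DMSO plus EC80 beta-PEA response and 100% = DMSO alone without agonist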
Target sequence (Q96RJ0 whole entry, looked up): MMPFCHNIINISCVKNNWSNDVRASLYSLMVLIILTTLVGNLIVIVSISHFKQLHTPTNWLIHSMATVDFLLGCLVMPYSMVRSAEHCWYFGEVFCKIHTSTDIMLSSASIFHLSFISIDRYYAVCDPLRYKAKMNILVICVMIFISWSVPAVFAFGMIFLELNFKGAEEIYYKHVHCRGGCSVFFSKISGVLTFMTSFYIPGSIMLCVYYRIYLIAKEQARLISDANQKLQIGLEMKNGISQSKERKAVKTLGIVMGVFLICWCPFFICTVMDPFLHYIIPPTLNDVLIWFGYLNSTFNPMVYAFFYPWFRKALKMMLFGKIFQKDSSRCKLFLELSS
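Assay system: RD-HGA16 CHO cells with stable hTAAR1 and Gα16 / Reagent: EC80 β-phenethylamine stimulus / Doses: 3 µM, single point / Timing: dye loading 75 min at 37 °C, then 30 min room temperature / Measured by: Fluo-8 intracellular calcium dye fluorescence, real-time kinetic reads / Controls: vehicle wells and EC80 agonist wells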
OXTR potentiate = potentiates the human oxytocin receptor response. activation, % at 3 µM. AID 2445. CHO-OTR cells, Fluo-8 calcium fluorescence, potentiator mode; 0% = oxytocin EC15, 100% = EC100. 320,000 tested, 0.061% active;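 active = activation above that plate's cutoff, the mean activation of tested compounds plus 3 SD, cut at about 6.6% in these data, passing the limit was not always enough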;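 also: 100% uses oxytocin at 75 nM as the full agonist control; some results filed as inactive read as strong as hits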
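System: human OTR in CHO cells / Also added: sub-maximal oxytocin, roughly EC15 / Control set: EC15 oxytocin low, 75 nM oxytocin high / Schedule: 6 min compound pre-incubation at room temperature, 100 s kinetic read / Compound: single-point 3.0 µM / Replication: singlicate / Technique: Fluo-8 calcium dye fluorescence / Read-out basis: % activation of max/min ratio relative to oxytocin controls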
CHO-K1 Ca antag = M1 antagonist counterscreen hit in parental CHO-K1 cells. ATP-induced calcium, Fluo-8 fluorescence. inhibition, % at 3 µM. 360,000 tested, 0.6% active;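 active = inhibition above a per-plate cutoff, the plate's mean sample inhibition plus 3 SD, cut at about 24% in these data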;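 also: 0% = DMSO plus EC80 ATP and 100% = DMSO alone without ATP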
OXTR agonist = agonists of human oxytocin receptor; 320,000 tested, 0.32% active; activation, % at 3 µM; AID 2435; CHO-OTR cells, Fluo-8 calcium fluorescence; normalized: DMSO 0%, oxytocin 100%;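 active = activation above the mean of all tested compounds plus 3 SD, cutoff set per screening run, cut at about 20% in these data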;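 also: peak over basal fluorescence ratio from a 100 s FLIPR kinetic read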
M1 ag parental = nonselective activator or artifact in parental CHO-K1 cells | Fluo-8 calcium fluorescence; scaled to maximal ATP response, vehicle zero | activation, % at 3 µM | 360,000 tested, 0.48% active | AID 602248; in the data active = activation above about 15%;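 also: untransfected CHO-K1 host cells lacking M1 receptor as counterscreen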
GPR7 antag = antagonists of human GPR7 (neuropeptides B/W receptor 1); GPR7-expressing cells, fluorescence antagonist assay; inhibition, % at 4.4 µM; 290,000 tested, 1.1% active; AID 1861; in the data active = inhibition above about 16%, passing the limit was not always enough;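 also: cells stimulated with the agonist NPW; 0% = agonist with vehicle and 100% = vehicle without agonist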
Target sequence (P48145 whole entry, looked up): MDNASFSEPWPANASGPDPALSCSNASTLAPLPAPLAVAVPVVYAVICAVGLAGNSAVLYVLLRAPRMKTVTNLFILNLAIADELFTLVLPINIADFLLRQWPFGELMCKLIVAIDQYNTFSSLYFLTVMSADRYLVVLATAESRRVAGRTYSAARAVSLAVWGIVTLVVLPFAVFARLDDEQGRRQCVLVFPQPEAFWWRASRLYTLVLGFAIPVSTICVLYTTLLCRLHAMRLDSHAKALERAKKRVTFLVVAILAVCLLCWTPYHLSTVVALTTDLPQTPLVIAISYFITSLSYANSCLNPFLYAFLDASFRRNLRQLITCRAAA
An asterisk follows results filed as active; / = not tested or not shown.

SMILES	V1R ag counter	CHO parental Ca	CHO-K1 Ca PAM	TAAR1 antag	OXTR potentiate	CHO-K1 Ca antag	OXTR agonist	M1 ag parental	GPR7 antag
COc1ccc(C(CCN2CCCC2)c2c(OC)cc(OC)c3c(-c4ccccc4)cc(=O)oc23)cc1 (stereo unspecified)	2.9	-13.7	19.4	-2.5	-13.7	-3.0	1.6	2.4	/
CCCNC(=S)N1CCC(NC(=O)c2ccc(C)cc2)CC1	0.5	-4.9	-9.9	-20.0	-0.7	6.3	-0.5	0.1	0.6
CC(=O)N1CCC(N2CCN(c3ccccc3F)CC2)CC1	0.2	-4.6	-13.7	6.0	-3.7	20.7	-0.4	-0.7	-3.3
N/C(=N\OC(=O)CC1CCCCC1)c1cccnc1	-0.1	-2.5	13.3	-12.2	-0.6	-22.1	0.1	0.1	-5.8
CC12CN3CC(=O)N4CC5(C)CN(CC(C)(C4)C5=O)C(=O)CN(C1)CC(C)(C3)C2=O	-0.1	-4.4	9.4	-7.5	-5.7	-26.9	0.5	-0.2	0.5
COc1ccc2nc(SC(C(=O)c3ccccc3)c3ccccc3)nc(C)c2c1 (stereo unspecified)	0.4	-11.3	-6.5	-7.2	-15.6	0.5	-0.1	0.3	-4.5
COc1ccc(CCC(=O)OCC(=O)c2ccc[nH]2)cc1OC	0.9	-8.1	-14.8	3.6	-1.4	-8.0	1.9	0.7	/
Cn1c(NC(=O)c2ccccc2)nc2ccccc21	0.5	-18.5	1.8	4.2	-16.4	2.0	-2.5	0.2	-5.6
Cc1cccc(C)c1OCc1cc(C(=O)NCC2COCCO2)no1 (stereo unspecified)	0.9	-14.5	4.6	-4.2	-5.5	-5.7	-0.6	0.8	4.8
C[N+](C)(C)CCOP(=O)(O)OP(=O)([O-])OC[C@H]1O[C@@H](n2ccc(N)nc2=O)[C@H](O)[C@@H]1O	-0.2	-5.4	6.0	/	-9.2	5.4	0.0	-0.1	-14.3
Nc1nc(CSCCO)nc(Nc2ccc(F)cc2)n1	0.6	-8.8	27.9	-17.1	-11.9	-24.4	3.9	0.9	15.8
O=P(CO)(Cc1ccccc1)Cc1ccccc1	0.7	-8.8	12.5	3.0	0.7	-10.5	0.6	0.6	0.8
COc1cccc([C@@H]2CC=C(C(=O)O)[C@H](c3cccc(Cl)c3)N2S(=O)(=O)c2ccc(C)cc2)c1	0.9	-17.4	3.4	12.6	-7.8	-3.9	-0.5	-0.1	/
Cc1ccc(OCCNC(=O)CCNC(=O)c2ccc(Cl)cc2)cc1	1.5	-22.8	21.6	3.9	-7.8	-4.8	1.4	-0.1	/
CCOc1ccc2nc(NC(=S)N(C)C)sc2c1	0.1	-6.8	17.5	22.2	-0.6	-5.4	0.7	0.5	-9.6
Cc1csc(N/N=C/c2c(F)cccc2Cl)n1	0.3	-8.8	6.3	-9.9	-19.0	-9.4	-1.3	2.1	13.5
COC(=O)c1ccc(NC(=S)NN2CCCCC2c2cccnc2)cc1 (stereo unspecified)	-0.3	-16.3	-12.7	-4.9	-6.1	11.7	-1.6	0.2	-12.4
CC(C)CN(C1CCS(=O)(=O)C1)S(=O)(=O)c1ccc2ccccc2c1 (stereo unspecified)	-0.7	-27.1	-23.1	-9.5	-4.6	4.2	-1.9	0.1	/
CCOc1ccc(OCCC(=O)Nc2cccc(S(=O)(=O)N3CCCC3)c2)cc1	/	/	6.7	-35.8	/	-6.2	/	2.1	/
COC(=O)[C@]1(CC(C)C)N[C@H](c2ccc(-c3ccc(OC)cc3)cc2)[C@@H]2C(=O)N(C)C(=O)[C@@H]21	1.4	-18.7	-7.4	-0.2	-4.8	-2.4	1.1	0.4	/
COc1ccccc1CNC(=O)CCCn1c(=O)c2ccccc2n(CC(=O)NC2CCCC2)c1=O	0.3	4.2	20.2	-6.3	-3.7	-8.0	0.3	0.6	-2.8
O=S(=O)(Nc1ccc(F)cc1)N1CCCCCC1	-0.7	-11.7	-3.2	12.4	-0.4	-5.1	-1.1	0.1	-7.0
CCCCOC(=O)c1ccc(NC(=O)c2ocnc2C)cc1	3.8	-6.9	0.8	/	1.1	2.8	5.5	1.4	7.8
O=C(Nc1ccc2oc(-c3ccncc3)nc2c1)c1cccs1	2.6	-19.6	12.6	14.8	-4.9	4.6	0.9	1.8	-11.7
CCN(CC)C(=O)c1sc2nc(-c3cccs3)cc(-c3cccs3)c2c1N	0.9	-23.9	-19.9	40.9	-1.7	17.7	-0.3	1.3	-6.2
COc1ccccc1N1CCN(C(=O)c2oc3ccccc3c2C)CC1	/	/	-0.1	2.0	/	-12.6	/	4.5	/
Cc1c(CC(=O)O)c(=O)oc2c(C)c3occ(-c4ccccc4)c3cc12	0.3	1.0	-8.7	-6.3	4.0	-7.5	1.2	-0.2	-8.9
CCOC(=O)N1CCN(C(=O)c2ccc3c(c2)NC(=O)/C(=C\c2ccc(OC)c(OC)c2)S3)CC1	4.4	-23.6	11.3	27.5	-5.3	-20.9	2.0	4.1	-8.9
CCc1ccc(OCC2c3cc(OC)c(OC)cc3CCN2C(C)=O)cc1 (stereo unspecified)	2.8	-8.3	-5.7	/	-3.2	1.7	1.6	8.6	45.6*
CC1CCN(c2ccc(NC(=O)c3ccccc3[N+](=O)[O-])cc2)CC1	1.9	-5.3	8.4	1.8	2.4	-4.8	2.7	2.2	0.3
COc1ccccc1C(=O)NNC(=O)C12CC3CC(CC(C3)C1)C2	2.5	-3.5	13.5	-12.7	-5.8	-17.9	-0.1	1.1	-7.3
COc1ccc(NC(=O)COC(=O)c2cc3c(s2)CCC3)cc1	0.4	-10.8	1.2	/	-7.6	-0.3	-1.8	-0.3	/
COC(=O)c1cccc(NC(=O)CN(c2ccc3c(c2)OCO3)S(C)(=O)=O)c1C	2.4	-5.6	16.6	-0.4	-15.1	-9.6	-0.1	1.4	0.8
COC(=O)c1ccc(C)c(NC(=O)CCNC(=O)c2ccc([N+](=O)[O-])cc2)c1	-0.7	-10.4	12.1	-4.2	-3.5	-0.5	-2.7	-0.4	-1.3
Clc1ccc(SCCN2CCNCC2)cc1	2.6	-8.8	-5.2	7.2	-10.2	-2.7	1.9	0.2	0.0
Clc1ccc(CN2CCC(Cc3ccccc3)CC2)cc1	-0.8	-15.5	-5.5	-12.4	-2.2	3.5	-1.9	0.1	0.5
COc1ccc(OC)c(NC(=O)CCC(=O)Nc2nnc(C(F)(F)F)s2)c1	-0.3	-1.1	-0.5	6.9	0.3	1.0	0.0	0.1	-14.1
CC(C)Cc1nnc(NC(=O)c2cc(S(=O)(=O)N(C)C)ccc2N2CCCC2)s1	0.5	-15.0	14.8	-16.9	-3.7	-4.5	0.0	1.6	-9.3
Cc1ccc(C(=O)OCC(=O)N2CCC(c3ccccc3)=N2)cc1	1.9	-8.6	2.4	3.8	-6.5	-10.2	2.7	0.9	/
CCCCCCc1c(C)c2ccc(OCC(=O)N[C@@H](Cc3ccccc3)C(=O)O)cc2oc1=O	-0.8	12.8	16.7	-21.7	-3.4	-1.8	-0.4	-0.9	3.2
CCCCn1c(N)c(N(CCOC)C(=O)Cn2c(=O)oc3ccccc32)c(=O)[nH]c1=O	1.4	-1.4	-19.7	-14.6	-0.4	5.3	1.1	-0.1	/
Cc1cc(NC(=O)c2ccc(S(=O)(=O)Nc3ccccc3)cc2)no1	6.5	3.7	-7.1	11.1	-14.6	11.1	8.8	0.4	1.2
O=C(O)c1ccc2c(c1)C(=O)N(NC(=O)c1ccccc1)C2=O	-0.1	5.2	-10.6	-3.5	-5.7	17.2	-0.4	-0.9	-7.0
Nc1cc(Cl)ccc1N1C(=O)CCC1=O	0.9	2.7	6.6	4.8	-4.2	-12.7	0.5	0.9	-9.5
